From PubChem BioAssay
BoNT F protease – BoNT/F light chain protease inhibitors, primary screen, biochemical, flow cytometry, MLPCN library | 360,000 compounds, 0.22% hits | Multiplex microsphere protease cleavage assay | inhibition, % at 10 µM; in the data active = inhibition above about 35%, passing the limit was not always enough; inconclusive = no clear call, values can overlap the other calls; also: plate controls were buffer without enzyme for full effect and enzyme alone for no effect
PrPC surface inh – inhibitors of human cell surface prion protein PrPC, primary screen, cell-based, TR-FRET. Major prion protein (Homo sapiens), P04156. TR-FRET read-out. inhibition, % at 13.8 µM. 370,000 compounds, 0.43% hits. AID 720596, 2013; in the data active = inhibition above about 24%; also: 0% = median of the test wells and 100% = reference compound wells
Anthrax LF prot – Bacillus anthracis LF protease inhibitors, primary screen, biochemical, multiplex microsphere, MLPCN library | 360,000 compounds, 0.12% hits | AID 588501, 2011 | inhibition, % at 10 µM | Lethal factor (Bacillus anthracis), P15917 | multiplex microsphere protease cleavage assay; also: plate controls were buffer without enzyme for full effect and enzyme alone for no effect
DUSP3 inh – VHR1 phosphatase inhibitors, primary screen, biochemical, absorbance, uHTS. Dual specificity protein phosphatase 3 (Homo sapiens), P51452. recombinant VHR phosphatase, pNPP absorbance. inhibition, % at 13.3 µM. 290,000 compounds, 0.52% hits. AID 1654, 2009; in the data active = inhibition above about 50%; also: some compounds called inactive have numbers as strong as hits
Target sequence (P51452 whole entry, looked up): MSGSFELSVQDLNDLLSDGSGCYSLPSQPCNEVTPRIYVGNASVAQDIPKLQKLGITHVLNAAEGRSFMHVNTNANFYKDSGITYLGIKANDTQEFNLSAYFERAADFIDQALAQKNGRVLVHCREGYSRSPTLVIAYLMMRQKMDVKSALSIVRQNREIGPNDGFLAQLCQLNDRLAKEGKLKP
MazF activator – activators of E. coli MazEF toxin-antitoxin RNase, primary screen, biochemical, fluorescence, uHTS; AID 504720, 2011; 350,000 compounds, 0.32% hits; activation, % at 20 µM; Endoribonuclease toxin MazF (Escherichia coli (strain K12)), P0AE70; FAM/BHQ RNA-DNA oligo cleavage fluorescence, 5 h; in the data active = activation above about 50%
Target sequence (P0AE70 whole entry, looked up): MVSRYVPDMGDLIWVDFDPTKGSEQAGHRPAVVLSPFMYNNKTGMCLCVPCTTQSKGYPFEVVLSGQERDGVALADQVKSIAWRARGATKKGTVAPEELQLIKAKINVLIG
BoNT A protease – BoNT/A light chain protease inhibitors, primary screen, biochemical, flow cytometry, MLPCN library. Botulinum neurotoxin type A light chain protease (Clostridium botulinum A str. ATCC 3502). 360,000 compounds, 0.17% hits. inhibition, % at 10 µM. multiplex microsphere protease substrate cleavage; also: plate controls were buffer without enzyme for full effect and enzyme alone for no effect
CCHFV vOTU inh – CCHFV vOTU protease inhibitors, primary screen, biochemical, Pep-AMC substrate, fluorescence; 370,000 compounds, 0.55% hits; inhibition, % at 11.5 µM; Crimean-Congo hemorrhagic fever virus L polyprotein viral ovarian tumor (vOTU) protease …; in the data active = inhibition above about 30%; also: 0% = vehicle wells with enzyme and 100% = no enzyme wells
3CLpro inhibitor – SARS-CoV 3CLpro protease inhibitors, primary screen, biochemical, quenched FRET; Replicase polyprotein 1ab (Severe acute respiratory syndrome coronavirus), P0C6X7; recombinant SARS-CoV 3CLpro, quenched FRET peptide cleavage; inhibition, % at 6 µM; 290,000 compounds, 0.14% hits; AID 1706, 2009; in the data active = inhibition above about 12%
Rv3671c protease – Rv3671c serine protease inhibitors, primary screen, biochemical, fluorescence polarization, M. tuberculosis H37Rv; P9WHR9; inhibition, % at 5.96 µM; 320,000 compounds, 0.048% hits; AID 2606, 2010; in the data active = inhibition above about 38%;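 also: extracellular domain of Rv3671c used as enzyme; 0% = enzyme with DMSO and 100% = no enzyme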
Target sequence (P9WHR9 whole entry, looked up, the tested form may be a part): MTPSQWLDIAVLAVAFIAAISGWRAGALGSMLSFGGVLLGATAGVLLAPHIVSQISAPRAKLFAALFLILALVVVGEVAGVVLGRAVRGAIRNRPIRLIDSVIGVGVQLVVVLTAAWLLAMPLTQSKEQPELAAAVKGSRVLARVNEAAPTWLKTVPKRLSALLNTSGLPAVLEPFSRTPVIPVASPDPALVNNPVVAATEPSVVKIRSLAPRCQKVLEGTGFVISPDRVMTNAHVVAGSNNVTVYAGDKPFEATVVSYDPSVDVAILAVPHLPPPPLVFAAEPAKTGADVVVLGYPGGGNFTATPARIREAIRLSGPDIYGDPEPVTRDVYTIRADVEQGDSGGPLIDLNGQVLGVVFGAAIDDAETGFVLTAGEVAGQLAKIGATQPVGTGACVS
SSB-PriA inh – inhibitors of Klebsiella pneumoniae PriA binding to SSB C-terminal tail, primary screen, biochemical, AlphaScreen; PriA–SSB C-terminal tail interaction (Klebsiella pneumoniae); AlphaScreen SSBct-PriA binding, biotinylated peptide; inhibition, % at 33 µM; 430,000 compounds, 0.6% hits; in the data active = inhibition mostly above about 37%, no sharp cut-off; inactive = mostly below about 20%;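 also: plate controls were negative control peptide for no effect and reference peptide for full effect; strong numbers were not always called active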
* hit, by the source's call; u = inconclusive; x = no result given; & = joins results of further samples. Rule as the data show it, unless noted: active = inhibition above about 30%; inconclusive = no clear call, values can overlap the other calls; inactive = below that.

SMILES	BoNT F protease	PrPC surface inh	Anthrax LF prot	DUSP3 inh	MazF activator	BoNT A protease	CCHFV vOTU inh	3CLpro inhibitor	Rv3671c protease	SSB-PriA inh
CC(C(=O)NC1C=CS(=O)(=O)C1)N1C(=O)/C(=C\c2ccccc2)SC1=S (centres undefined)	7.5	-1.8	0.1	-12.2	-28.8	1.2	15.4	9.9	-4.6	-15.4
COc1cc(C)ccc1OCCOCCOc1ccccc1[N+](=O)[O-]	-5.4	-3.2	-0.6	-4.7	-1.1	-0.2	-8.2	1.1	4.3	-15.2
CSc1ccc(CNC(=O)Cn2nc(C)c3c(C)n(-c4ccc(C)cc4)nc3c2=O)cc1	3.3	4.5	-0.8	-9.0	-53.1	0.5	13.9	-2.0	2.1	-4.6
COC(=O)C1CCN(C(=O)COC(=O)CCc2nc3ccccc3c(=O)[nH]2)CC1	-12.4	-1.5	-4.6	-15.9	1.4	-1.3	0.6	-5.5	-8.7	-10.4
CC(C)CCNC(=O)c1onc(CSc2ccc(Cl)cc2)c1C(=O)NCCC(C)C	-5.1	3.2	-8.9	18.7	-2.0	-0.3	11.5	x	-3.6	7.3
O=C(COC(=O)CNC(=O)c1ccco1)NCc1ccc(F)cc1	-18.9	3.7	-4.8	20.2	1.3	-3.7	10.1	1.0	1.6	-2.6
O=c1[nH][nH]c2nc(C(F)(F)F)cc(C(F)(F)F)c12	1.0	-5.0	-1.0	18.6	13.5	u	1.6	-1.5	2.0	-1.4
CCOC(Cn1cc([N+](=O)[O-])c(=O)[nH]c1=O)OCC	-3.0	-7.1	-1.1	x	1.6	0.1	1.7	x	x	-13.6
COc1ccc(C2(C)NC(=O)N(CC(=O)N(c3ccccc3)C3CCS(=O)(=O)C3)C2=O)cc1 (centres undefined)	-7.5	-0.6	-3.9	x	1.0	-0.3	4.7	x	2.0	-12.3
COc1cccc(N(CC(=O)N2CCOCC2)S(C)(=O)=O)c1	u	6.2	-4.8	8.1	-24.0	1.4	-19.3	-2.0	-2.1	1.4
COc1ccc(Cc2nnc(SCC(=O)Nc3nc(C)cs3)o2)cc1	6.2	-3.5	0.6	2.6	0.6	-0.5	-3.1	-0.6	-2.8	1.6
COc1ccc(N2C(=O)C(CC(=O)O)S/C2=C\C(C)=O)cc1 (centres undefined)	-5.9	-7.3	-3.1	11.8	-2.7	0.4	16.9	-2.4	6.2	-4.8
CC(C)(C)C(=O)N/C(N)=N/c1nc2ccccc2o1	u	4.8	-2.1	3.5	0.5	0.5	0.0	0.7	0.8	x
COc1ccc(NC(=O)Cc2ccsc2)cc1S(=O)(=O)N1CCOCC1	-7.1	5.5	10.8	x	-0.4	0.3	-9.6	x	7.4	-29.3
CCNc1nc(SC)nc(N(C#N)CC(=O)OC)n1	-10.8	-5.0	-6.4	6.9	1.5	-1.6	-15.6	4.5	10.2	-6.4
CC(NC(=O)c1ccccc1F)c1cccc2ccccc12 (centres undefined)	-2.1	2.4	-2.1	x	-3.5	0.2	5.4	x	4.5	-26.0
COc1ccc(OC)c(CCNC(=O)c2ccc3c(c2)N(Cc2ccccc2)CCS3)c1	1.6	5.7	-1.3	25.3	-0.9	0.6	8.9	1.5	3.4	-2.6
Cc1ccc(S(=O)(=O)N2CCOCC2)cc1NC(=O)COC(=O)C1CCC1	-0.2	2.5	1.7	x	-3.5	-0.4	-4.2	x	x	x
COc1ccc(S(=O)(=O)N2CCN(C(=O)c3ccccn3)CC2)cc1	u	-1.8	u	x	0.5	u	-0.5	x	x	-5.9
COc1ccc(S(=O)(=O)Nc2cccnc2)cc1	1.4	0.1	-1.4	-7.1	0.5	0.5	0.6	2.3	5.7	-1.7
CCOc1ccc(S(=O)(=O)NCc2cccnc2)c2ccccc12	3.7	5.7	-2.4	6.9	5.5	0.6	-13.4	-2.1	-16.0	2.4&-2.0
CCCNC(=O)C1(C)CCN(Cc2ccc(Oc3ccccc3)cc2)C1 (centres undefined)	-0.4	3.0	-9.0	x	x	-0.5	-9.9	x	x	x
Cc1cc(C)c(Cn2c(=O)[nH][nH]c2=O)cc1Cn1c(=O)[nH][nH]c1=O	-8.5	-6.2	-8.0	x	11.7	-0.7	-17.1	x	x	x
CS(=O)(=O)c1ccc2nc(NC(=O)C3C4C=CC(C4)C3C(=O)O)sc2c1 (centres undefined)	-4.5	3.5	1.3	-25.4	3.6	-0.5	-13.6	5.0	2.0	-7.2
O=C(CCSc1ccccc1Cl)Nc1cccc([N+](=O)[O-])c1	-3.7	3.3	0.1	-8.5	3.0	0.0	16.0	-2.9	-16.0	-3.4
O=C(O)/C(=C\c1cccc(OCc2ccccc2)c1)c1ccc(F)cc1	7.7	-7.1	-1.7	6.4	8.7	1.0	18.6	15.6*	-4.2	-0.4
CCC(=O)N1CCc2cc(S(=O)(=O)CCC(=O)Nc3ccc(C(C)=O)cc3)ccc21	4.2	-8.6	-1.3	1.3	-1.0	-0.5	-0.2	-2.1	-8.0	-1.3
CCOc1cc(/C=N\NC(=O)CC(=O)NCCc2ccccc2)ccc1O	13.0	-11.7	13.3	13.9	-1.1	1.1	4.5	-0.4	-15.7	x

9 compounds out of the list, ordered by molar mass, largest number first:
SMILES	BoNT F protease	PrPC surface inh	Anthrax LF prot	DUSP3 inh	MazF activator	BoNT A protease	CCHFV vOTU inh	3CLpro inhibitor	Rv3671c protease	SSB-PriA inh
COc1ccc(OC)c(CCNC(=O)c2ccc3c(c2)N(Cc2ccccc2)CCS3)c1	1.6	5.7	-1.3	25.3	-0.9	0.6	8.9	1.5	3.4	-2.6
CCC(=O)N1CCc2cc(S(=O)(=O)CCC(=O)Nc3ccc(C(C)=O)cc3)ccc21	4.2	-8.6	-1.3	1.3	-1.0	-0.5	-0.2	-2.1	-8.0	-1.3
Cc1ccc(S(=O)(=O)N2CCOCC2)cc1NC(=O)COC(=O)C1CCC1	-0.2	2.5	1.7	x	-3.5	-0.4	-4.2	x	x	x
CS(=O)(=O)c1ccc2nc(NC(=O)C3C4C=CC(C4)C3C(=O)O)sc2c1 (centres undefined)	-4.5	3.5	1.3	-25.4	3.6	-0.5	-13.6	5.0	2.0	-7.2
CCCNC(=O)C1(C)CCN(Cc2ccc(Oc3ccccc3)cc2)C1 (centres undefined)	-0.4	3.0	-9.0	x	x	-0.5	-9.9	x	x	x
O=C(O)/C(=C\c1cccc(OCc2ccccc2)c1)c1ccc(F)cc1	7.7	-7.1	-1.7	6.4	8.7	1.0	18.6	15.6*	-4.2	-0.4
CCOc1ccc(S(=O)(=O)NCc2cccnc2)c2ccccc12	3.7	5.7	-2.4	6.9	5.5	0.6	-13.4	-2.1	-16.0	2.4&-2.0
O=C(CCSc1ccccc1Cl)Nc1cccc([N+](=O)[O-])c1	-3.7	3.3	0.1	-8.5	3.0	0.0	16.0	-2.9	-16.0	-3.4
Cc1cc(C)c(Cn2c(=O)[nH][nH]c2=O)cc1Cn1c(=O)[nH][nH]c1=O	-8.5	-6.2	-8.0	x	11.7	-0.7	-17.1	x	x	x

Looked up above.
Entry of CC(C(=O)NC1C=CS(=O)(=O)C1)N1C(=O)/C(=C\c2ccccc2)SC1=S (centres undefined) under DUSP3 inh: -12.2
Entry of O=C(COC(=O)CNC(=O)c1ccco1)NCc1ccc(F)cc1 under DUSP3 inh: 20.2

Only part of the results is shown; the hit share may differ from the screen's.
